High-throughput results from PubChem BioAssay.
proCasp3 act: activators of human procaspase-3; P42574; recombinant procaspase-3 D3A, Ac-DEVD-pNA absorbance 405 nm; activation, % at 8.5 µM; hit rate 0.11% among 330,000;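 active means activation above the mean of all tested compounds plus 3 SD, cut at about 21% in these data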;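 further: 0% = DMSO alone and 100% = DMSO wells spiked with extra 5 µM PC-3 D3A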
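Assay system: Autoprocessing-dead procaspase-3 D3A mutant enzyme; also added: Ac-DEVD-pNA; doses: one concentration, 8.5 µM nominal, 0.8% DMSO; times: 1 h compound preincubation, 2 h substrate hydrolysis at 25 °C; technique: 405 nm absorbance of p-nitroaniline, reads at 0 and 120 min; measure: % activation between DMSO and enzyme-spiked controls; repeats: single replicate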
PP1 inh: blocks human PP1-alpha phosphatase, a PP5 counter-screen; P62136; purified PP1alpha, OMFP fluorescence; inhibition, % at 6.7 µM; hit rate 0.9% among 320,000; AID 2235;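 active means inhibition above the mean inhibition of all tested compounds plus 3 SD, computed separately for each screening campaign, cut at about 15% in these data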
PP5 inh: PP5 (human) phosphatase inhibition; P53041; purified PP5c, OMFP substrate fluorescence; inhibition, % at 6.7 µM; hit rate 0.18% among 320,000;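 active means inhibition above the campaign's mean inhibition across all tested compounds plus 3 SD, cut at about 9.5% in these data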;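 further: 0% = DMSO only and 100% = 100 µM cantharidin control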
JMJD2C inh: blocks human GASC-1 demethylase activity | GST-JMJD2C(1-420) H3K9me3 demethylation, DELFIA europium | inhibition, % at 2.35 µM | hit rate 0.069% among 330,000;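 active means more than half of a compound's replicate wells show inhibition beyond 50%, single wells judged on their own value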;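 further: signal counts dimethyl H3K9 product captured on neutravidin plate; 0% = median of DMSO wells and 100% = 0.3 times that DMSO median; strong numbers were not always called active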
Fh CTSL1 inh: counter-screen for PFM18AAP inhibitors: inhibitors of F. hepatica cathepsin L1. recombinant F. hepatica cathepsin L1, Z-Leu-Arg-MCA fluorescence. inhibition, % at 5.96 µM. hit rate 0.49% among 300,000. AID 1906;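 active means inhibition above the mean of all tested compounds plus 3 SD, set per screening campaign, cut at about 17% in these data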;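 further: 0% = plate median of test compound wells and 100% = 1 µM Z-Phe-Ala-diazomethylketone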
core dimer inh: blocks dimerization of HCV core protein; hit rate 0.33% among 300,000; TR-FRET GST/Flag-core106 dimerization, 1536-well; inhibition, % at 5 µM;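 active means inhibition above the mean of all tested compounds plus 3 SD, set per screening campaign, cut at about 45% in these data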
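System – GST-tagged and Flag-tagged HCV core protein residues 1-106 · Repeats – one well for each compound · Technique – TR-FRET 671 and 617 nm emission · Doses – one concentration, 5 µM, in 0.5% DMSO · Times – 4 h, 22.5 °C incubation · Also added – Eu donor and XL665 acceptor anti-tag antibodies · Measure – percent inhibition of core106 dimerization signal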
GRK2 inh: human GRK2 inhibition via aptamer displacement | bead flow cytometry, FAM-aptamer displacement from GRK2 | P25098 | hit rate 0.59% among 330,000 | inhibition of aptamer binding, % at 10 µM;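 active means inhibition of aptamer binding above 40%, roughly 3 SD of noise, on plates passing a quality check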;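 further: median bead fluorescence of bound FAM aptamer so fluorescent compounds give negative values; no value below 0 was filed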
VLA-4 inh: inhibition in a human VLA-4 binding assay; hit rate 0.2% among 330,000; P13612; VLA-4 expressing cells, ligand binding flow cytometry; inhibition, % (about 7 µM as worked out from the volumes in the protocol); in the data active means inhibition above about 50%
Target sequence (P13612 whole entry, looked up): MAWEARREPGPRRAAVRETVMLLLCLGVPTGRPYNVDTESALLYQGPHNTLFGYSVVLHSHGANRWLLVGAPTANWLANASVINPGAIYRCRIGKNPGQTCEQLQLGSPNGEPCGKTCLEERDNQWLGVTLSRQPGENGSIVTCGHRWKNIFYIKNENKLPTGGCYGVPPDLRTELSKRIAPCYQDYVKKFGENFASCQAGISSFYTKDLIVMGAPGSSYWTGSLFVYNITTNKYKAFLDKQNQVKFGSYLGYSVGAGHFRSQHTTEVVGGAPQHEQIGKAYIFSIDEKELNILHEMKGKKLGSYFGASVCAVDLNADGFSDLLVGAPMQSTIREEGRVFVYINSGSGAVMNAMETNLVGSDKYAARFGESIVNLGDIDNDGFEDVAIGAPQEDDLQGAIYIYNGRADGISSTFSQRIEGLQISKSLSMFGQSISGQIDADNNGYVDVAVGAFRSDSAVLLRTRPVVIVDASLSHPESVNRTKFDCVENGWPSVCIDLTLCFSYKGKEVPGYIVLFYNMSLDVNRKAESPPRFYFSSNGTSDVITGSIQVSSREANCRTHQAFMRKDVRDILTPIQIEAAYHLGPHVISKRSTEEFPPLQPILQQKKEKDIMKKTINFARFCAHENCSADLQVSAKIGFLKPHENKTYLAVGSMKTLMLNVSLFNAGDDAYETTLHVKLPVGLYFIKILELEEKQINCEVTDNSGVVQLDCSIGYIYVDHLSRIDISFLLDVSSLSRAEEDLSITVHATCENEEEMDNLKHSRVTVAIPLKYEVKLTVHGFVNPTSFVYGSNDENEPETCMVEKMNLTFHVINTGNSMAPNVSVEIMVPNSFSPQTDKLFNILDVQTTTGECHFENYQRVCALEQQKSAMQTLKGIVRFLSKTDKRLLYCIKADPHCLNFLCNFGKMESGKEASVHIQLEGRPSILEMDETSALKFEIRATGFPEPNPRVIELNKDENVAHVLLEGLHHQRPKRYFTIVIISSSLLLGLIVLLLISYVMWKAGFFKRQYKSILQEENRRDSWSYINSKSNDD
procasp7 counter: counter-screen: procaspase-7 (human) activation | P55210 | recombinant procaspase-7, Ac-DEVD-pNA absorbance 405 nm; D23A/D198A/D206A triple mutant, cannot self-cleave; scale: DMSO 0, 5 µM enzyme 100 | activation, % at 8.5 µM | hit rate 0.093% among 330,000;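 active means percent activation above the screen-wide mean plus 3 SD, cut at about 25% in these data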
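Assay system: Uncleavable procaspase-7 mutant enzyme; Input: 2 µM procaspase-7 mutant as dispensed; Also added: DEVD-pNA substrate; Medium: Zinc-free HEPES pH 7.4 with 300 mM NaCl, 0.01% Triton X-100; Timing: 1 h compound preincubation, 2 h substrate cleavage, 25 °C; Measured by: Epi-absorbance of released pNA at 405 nm, two timepoints.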
* marks the source's active call; other numbers are inactive results; x = not tested or not shown.

The line under a structure holds: PP1 inh	PP5 inh	JMJD2C inh	procasp7 counter	core dimer inh	VLA-4 inh	proCasp3 act	Fh CTSL1 inh	GRK2 inh
> Cc1nn(C)c(=O)n1-c1ccc(Oc2ccccc2)cc1
  -1	-2.1	15	4	-4	-4	4	-1	0
> CCOC(=O)CSc1nc2ccccc2c(=O)n1CC1CCC(C(=O)NCc2ccco2)CC1 (stereo not given)
  -1	-0.9	5	-6	5	3	3	2	0
> Cc1ccc2cc(CN(Cc3nnnn3C3CCCCC3)CC3CCCO3)c(=O)[nH]c2c1 (stereo not given)
  -1	2.9	-3	-2	1	9	2	0	0
> CC(=O)NCCc1nc2cc(NC(=O)c3ccc(Cl)cc3)ccc2n1C
  1	3.3	0	14	1	4	0	-3	0
> COc1ccc(NC(=O)c2ccccc2[N+](=O)[O-])cc1
  3	3.4	13	-4	-7	14	1	0	51*
> CCOC(=O)CCc1c(C)c2ccc(OC(C)C(=O)OCC)c(C)c2oc1=O (stereo not given)
  0	1.3	3	4	7	1	3	0	0
> CCCCN(C)C(=O)c1nc2ccccn2c1CN(C)Cc1csc(C)n1
  -5	-0.2	1	2	5	0	3	-1	3
> CCN(CC(=O)N1CCN(c2ccccc2)CC1)S(=O)(=O)c1ccc(C)cc1
  1	-0.1	47	9	8	9	12	-3	0
> CC(=O)c1ccc(OCc2cc(C(=O)N(C)C3CCOC3)no2)cc1 (stereo not given)
  -5	-3.5	-2	6	-7	0	3	0	1
> O=S(=O)(c1ccc(F)c(F)c1)N1CCCc2ccccc21
  -3	1.8	-18	-2	9	-2	10	-1	2

Profiles, looked up by structure. Values in the order: PP1 inh | PP5 inh | JMJD2C inh | procasp7 counter | core dimer inh | VLA-4 inh | proCasp3 act | Fh CTSL1 inh | GRK2 inh
Cc1nn(C)c(=O)n1-c1ccc(Oc2ccccc2)cc1 across the screens: -1 | -2.1 | 15 | 4 | -4 | -4 | 4 | -1 | 0
CC(=O)NCCc1nc2cc(NC(=O)c3ccc(Cl)cc3)ccc2n1C across the screens: 1 | 3.3 | 0 | 14 | 1 | 4 | 0 | -3 | 0

Next part.
The line under a structure holds: PP1 inh	PP5 inh	JMJD2C inh	procasp7 counter	core dimer inh	VLA-4 inh	proCasp3 act	Fh CTSL1 inh	GRK2 inh
> O=C(/C=C/c1ccccc1)NCc1cccnc1
  3	0.9	5	6	-1	-3	-4	0	5
> Cc1ccc(/C=C/C(=O)Nc2cccnc2)o1
  1	0.1	0	-10	-4	2	-14	3	0
> Cc1ccc(-n2c3c(cc(C(=O)NC4CCSC4=O)c2=O)C(=O)CC(C)(C)C3)cc1 (stereo not given)
  1	0.9	13	2	-8	-3	6	0	3
> O=C(Nc1cccnc1)c1scc2c1OCCO2
  4	0.7	4	-3	2	6	1	1	0
> NS(=O)(=O)c1cccc(NC(=O)c2ccc(S(=O)(=O)N3CCCCCC3)cc2)c1
  x	x	-11	-2	x	10	3	x	1
> CCC(=O)N(c1nnc(SCC(=O)Nc2ccc(N3CCOCC3)cc2)s1)C1CC1
  -2	-0.1	x	1	x	4	3	x	2
> CCc1noc(C)c1C(=O)Nc1nnc(C(CC)CC)s1
  -3	-1.0	-9	12	x	6	3	x	21
> CCCC/S(C)=N/S(=O)(=O)c1ccc(C)cc1 (stereo not given)
  -3	0.7	-4	4	0	8	-5	-1	1
> O=C1CC(C(=O)N2CCN(S(=O)(=O)c3cccc(F)c3)CC2)CN1Cc1ccccc1Cl (stereo not given)
  0	2.7	14	7	-1	4	-5	-2	0
> NS(=O)(=O)c1ccc(CCNc2ccccc2[N+](=O)[O-])cc1
  0	4.7	-6	-11	-45	24	11	2	3

Structures above that have a Cl atom:
The line under a structure holds: PP1 inh	PP5 inh	JMJD2C inh	procasp7 counter	core dimer inh	VLA-4 inh	proCasp3 act	Fh CTSL1 inh	GRK2 inh
> CC(=O)NCCc1nc2cc(NC(=O)c3ccc(Cl)cc3)ccc2n1C
  1	3.3	0	14	1	4	0	-3	0
> O=C1CC(C(=O)N2CCN(S(=O)(=O)c3cccc(F)c3)CC2)CN1Cc1ccccc1Cl (stereo not given)
  0	2.7	14	7	-1	4	-5	-2	0

Next part:
The line under a structure holds: PP1 inh	PP5 inh	JMJD2C inh	procasp7 counter	core dimer inh	VLA-4 inh	proCasp3 act	Fh CTSL1 inh	GRK2 inh
> CCOc1ccc(C(O)Cn2c(=N)n(CCN3CCCCC3)c3ccccc32)cc1 (stereo not given)
  1	-0.9	3	5	-1	14	-1	0	0
> CCC(ONc1ccccc1C(F)(F)F)(C(=O)NN(C)C)c1ccccc1 (stereo not given)
  3	-2.4	6	-22	x	15	-7	x	10
> CC(C)(Oc1ccc(Cl)cc1)C(=O)OCC(=O)N1CCCC1
  -1	-0.9	0	3	1	11	1	-1	1
> COc1ccc(NC(=O)CN(C)C(=O)c2cccc(S(=O)(=O)N3CCCc4ccccc43)c2)cc1
  -1	1.3	0	9	-2	4	9	-2	2
> CCOc1ccc(NC(=O)CN2C(=O)C3CCCN3C2=O)cc1 (stereo not given)
  -2	2.7	-10	5	-3	-24	-3	0	6
> CCOc1ccc(CCNC(=O)Cn2c(=O)c3cccn3c3cccnc32)cc1
  -1	2.1	-5	4	17	-10	-2	-2	0
> COc1ccccc1CNC(=O)C(NC(=O)C1CCCCC1)C(C)C (stereo not given)
  -4	-3.2	7	-6	3	5	-2	-1	25
> CCCC(=O)Nc1ccc2nc(C)n(Cc3ccccc3Cl)c(=O)c2c1
  0	0.6	-2	3	11	19	0	-3	0
> CCOc1cc(/C=N/Nc2nncc(-c3ccccc3)n2)ccc1O
  -4	1.0	3	-9	-6	-4	2	-1	0
> O=C(N/N=C/c1ccc(OC2CSC2)cc1)c1ccccc1
  0	-0.5	3	16	-7	0	5	3	0

Results in PP5 inh and procasp7 counter (4 entries from above):
smiles	PP5 inh	procasp7 counter
CC(C)(Oc1ccc(Cl)cc1)C(=O)OCC(=O)N1CCCC1	-0.9	3
COc1ccc(NC(=O)CN(C)C(=O)c2cccc(S(=O)(=O)N3CCCc4ccccc43)c2)cc1	1.3	9
CCOc1ccc(NC(=O)CN2C(=O)C3CCCN3C2=O)cc1 (stereo not given)	2.7	5
CCOc1ccc(CCNC(=O)Cn2c(=O)c3cccn3c3cccnc32)cc1	2.1	4

Later entries.
The line under a structure holds: PP1 inh	PP5 inh	JMJD2C inh	procasp7 counter	core dimer inh	VLA-4 inh	proCasp3 act	Fh CTSL1 inh	GRK2 inh
> CCN(CC)CCCNC(=S)N(Cc1cccnc1)Cc1cc2cccc(C)c2[nH]c1=O
  -3	0.9	2	14	12	1	-5	5	0
> COc1ccc(N(C(=O)c2cccc([N+](=O)[O-])c2)S(=O)(=O)c2cccs2)cc1
  -1	2.6	-19	4	9	6	0	-6	2
> CNC(=S)N(CCCO)Cc1cc2cc3c(cc2[nH]c1=O)OCO3
  -1	1.2	3	-1	7	5	-1	1	0
> CCOC(=O)C1CCCN(C(=O)c2cc(Cl)ccc2Cl)C1 (stereo not given)
  -1	2.3	0	1	-1	42	-1	1	0
> O=C(NCCCN1CCOCC1)c1ccc2c(c1)N(Cc1ccccc1)C(=O)c1ccccc1S2
  -2	-1.3	0	4	-4	21	-11	0	0
> CCC(C)c1ccc(S(=O)(=O)N2CCN(C(=O)COc3ccc4c(C)cc(=O)oc4c3)CC2)cc1 (stereo not given)
  4	-0.2	-13	20	32	15	11	5	1
> CC(=O)Nc1ccc(S(=O)(=O)NCCC(=O)OCc2csc(CC(=O)Nc3ccccc3C)n2)cc1
  -1	-2.5	-1	0	5	10	4	2	0
> COc1cc(/C=N/NC(=O)Cc2c[nH]c3ccccc23)cc(OC)c1OC
  0	3.6	4	1	-6	3	10	0	0
> CC(C)(C)NS(=O)(=O)c1ccc(NS(C)(=O)=O)cc1
  -3	1.2	-4	13	-4	3	-2	-1	3
> CCCCNS(=O)(=O)c1ccc2nc(SCC(=O)c3ccc(C#N)cc3)[nH]c2c1
  3	1.2	4	-17	4	-8	-7	-2	1
> Cn1nc(C(F)(F)F)cc1-c1ccc(S(N)(=O)=O)s1
  0	1.8	4	3	5	2	-1	-1	5
> CCn1ccnc1[C@@H]1C[C@H]2CN(c3ccccc3OC)C(=O)[C@]23CCCN13
  -3	2.1	0	-2	-2	1	2	1	0
> CCNC(=S)Nc1ccc(N(c2ccccc2)C(C)C)cc1
  -1	3.5	-6	-22	1	0	-9	1	1
> COc1ccc(-c2nn(-c3ccccc3)cc2/C=N/n2cnnc2)cc1OC
  0	2.7	-40	-1	-3	5	6	0	0
> O=C1c2[nH]nc(-c3ccccc3O)c2C(c2cccc(Cl)c2)N1CC1CCCO1 (stereo not given)
  5	4.7	-18	-2	3	2	-4	0	1
> CC(=O)Nc1cccc(NC(=O)CCn2cnc3cc(C)c(C)cc32)c1
  -7	4.2	-1	-4	0	2	15	-4	11
> CSc1ccc(CCCCCCOC(=O)C(C)(C)C)cc1
  -2	0.3	10	-3	x	23	7	x	0
> CCC(C(=O)NCc1ccco1)N(C(=O)CNS(=O)(=O)c1ccccc1)c1ccc(F)cc1 (stereo not given)
  1	2.1	-5	2	8	0	9	-5	0
> CC(C)(C)OC(=O)NCCc1nnc(SCc2c(Cl)cccc2Cl)o1
  -5	1.2	-5	16	3	1	-1	0	3
> O=C1c2ccccc2S(=O)(=O)N1CC(O)Cn1c2ccccc2c2ccccc21 (stereo not given)
  3	4.6	-1	-5	23	-2	-2	7	0
> COCC(C)NC(=O)COCc1cc(-c2ccc3c(c2)OCO3)on1 (stereo not given)
  -3	-2.5	7	7	2	31	-10	0	0
> O=c1c2ccccc2ncn1-c1ccc(Cl)cc1[N+](=O)[O-]
  0	0.6	13	3	0	15	3	-3	5
> C/C(=N\S(=O)(=O)c1ccc(C)cc1)N(C)C
  -8	-2.1	2	0	1	5	5	-3	0
> CC(C)(C)OC(=O)n1cc(C(=O)c2ccccc2O)cn1
  -5	2.4	-1	1	7	50*	-5	-2	1
> O=c1c(O)c(-c2ccc(O)c(O)c2)oc2cc(O)cc(O)c12
  3	-1.6	-52	-7	-58	-17	-18	0	4
> CCOC(=O)Cn1c(SC)nc2sc3c(c2c1=O)CC(C)(C)OC3
  -1	-0.1	-3	-1	2	14	3	0	4
> CCN(CC)c1ccc(N2C(=O)/C(=C/c3cccnc3)SC2=S)cc1
  -5	-0.1	8	-14	-1	2	-4	-2	0
> CCOC(=O)c1c(C)[nH]c(C(=O)N/N=C\c2ccccc2O)c1C
  3	1.3	10	-71	0	14	-60	-1	1

Two records drawn at random from those above, as already listed:
The line under a structure holds: PP1 inh	PP5 inh	JMJD2C inh	procasp7 counter	core dimer inh	VLA-4 inh	proCasp3 act	Fh CTSL1 inh	GRK2 inh
> COc1ccc(-c2nn(-c3ccccc3)cc2/C=N/n2cnnc2)cc1OC
  0	2.7	-40	-1	-3	5	6	0	0
> COCC(C)NC(=O)COCc1cc(-c2ccc3c(c2)OCO3)on1 (stereo not given)
  -3	-2.5	7	7	2	31	-10	0	0
